MEX-5 binding: C. elegans MEX-5 TCR-2 RNA binding activity. MEX-5/FITC-TCR2 RNA binding, fluorescence polarization; hits give low values. activity score (negative = inhibition of binding), % at 10 µM. 0.38% of 300,000 active. AID 1832;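 active means inhibition past about -25% in most replicates, and total fluorescence under double the plate's negative control median, limit read from the data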;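 further: 0% = DMSO and -100% = 5 µM competing unlabeled TCR2 RNA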
Bcl-xL primary: Bcl-xL (human) inhibition. Q07817. GST-Bcl-xL / FITC-Bim BH3 peptide fluorescence polarization. inhibition, % at 10.9 µM. 0.7% of 320,000 active;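 active means inhibition above the mean of all tested compounds plus 3 SD, cutoff set per campaign, cut at about 30% in these data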;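 further: 0% = DMSO wells and 100% = unlabeled Bim-BH3 peptide competitor; inhibitors lower millipolarization by displacing the labeled peptide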
Target sequence (Q07817 whole entry, looked up): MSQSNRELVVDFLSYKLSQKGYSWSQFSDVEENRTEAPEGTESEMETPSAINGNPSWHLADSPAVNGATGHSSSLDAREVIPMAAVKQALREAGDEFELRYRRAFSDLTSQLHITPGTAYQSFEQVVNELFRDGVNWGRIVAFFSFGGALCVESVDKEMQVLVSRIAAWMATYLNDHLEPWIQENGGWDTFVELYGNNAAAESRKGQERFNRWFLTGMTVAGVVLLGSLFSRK
AGP1-GFP MLPCN: yeast TOR pathway AGP1-GFP modulation; S. cerevisiae AGP1-GFP multiplex flow cytometry, 3 h; GFP as percent of DMSO wells; GFP response vs DMSO, % at 10 µM; 0.02% of 320,000 active;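 active means GFP response relative to DMSO above a set limit, near screen average plus 3 SD, cut at about 150% in these data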;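 further: median GFP channel fluorescence of the gated AGP1 strain per well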
MCL1-BIM inh: inhibitors of human MCL1 binding to BIM-BH3 peptide. Q07820. inhibition, % at 10.9 µM. GST-MCL1 / FITC-Bim-BH3 fluorescence polarization. 0.68% of 320,000 active;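 active means inhibition above the mean inhibition of all tested compounds plus 3 SD, set per campaign, cut at about 40% in these data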;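 further: 0% = DMSO wells and 100% = unlabeled Bim-BH3 peptide control; higher means more loss of mP so more displacement of Bim peptide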
GLD-1 RNA inh: GLD-1-TGE RNA interaction inhibition (C. elegans); Q17339; purified GLD-1 + fluorescein TGE RNA, fluorescence polarization; inhibition, % at 5.96 µM; 0.44% of 320,000 active; AID 2280;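 active means percent inhibition above a per-plate cutoff, the plate mean of test compounds plus 3 SD, cut at about 30% in these data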;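 further: 0% = DMSO wells with GLD-1 and probe and 100% = wells lacking GLD-1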
Target sequence (Q17339 whole entry, looked up): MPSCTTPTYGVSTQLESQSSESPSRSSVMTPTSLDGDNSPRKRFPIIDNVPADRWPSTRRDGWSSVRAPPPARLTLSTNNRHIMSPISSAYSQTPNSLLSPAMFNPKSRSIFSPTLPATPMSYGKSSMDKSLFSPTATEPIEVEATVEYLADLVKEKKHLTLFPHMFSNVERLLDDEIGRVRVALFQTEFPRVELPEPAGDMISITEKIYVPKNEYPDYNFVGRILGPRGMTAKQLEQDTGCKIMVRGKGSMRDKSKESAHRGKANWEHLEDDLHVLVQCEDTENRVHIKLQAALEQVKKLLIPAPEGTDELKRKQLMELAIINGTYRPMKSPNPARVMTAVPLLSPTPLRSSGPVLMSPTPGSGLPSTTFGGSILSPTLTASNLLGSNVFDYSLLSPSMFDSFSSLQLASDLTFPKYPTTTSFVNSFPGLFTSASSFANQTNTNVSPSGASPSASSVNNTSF
GRK2 aptamer HTS: inhibitors of human GRK2 displacing RNA aptamer. P25098. bead flow cytometry, FAM-aptamer displacement from GRK2. inhibition of aptamer binding, % at 10 µM. 0.59% of 330,000 active. AID 488847;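 active means inhibition of aptamer binding above 40%, roughly 3 SD of noise, on plates passing a quality check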;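 further: median bead fluorescence of bound FAM aptamer so fluorescent compounds give negative values; no value below 0 was filed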
VLA-4 inh: inhibition in a human VLA-4 binding assay; VLA-4 expressing cells, ligand binding flow cytometry; 0.2% of 330,000 active; P13612; AID 2557; inhibition, % (about 7 µM as worked out from the volumes in the protocol); in the data active means inhibition above about 50%
CR mimetic SO: yeast age-related superoxide inhibition as caloric restriction mimetic | AID 2690 | S. cerevisiae aged cells, superoxide DHE fluorescence; hits give low values | superoxide response (% of plate mean), % at 10 µM | 0.18% of 330,000 active;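 active means superoxide response under a set limit, about three screen SD below normal, cut at about 65% in these data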;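 further: yeast aged for seven days with compound at 30 °C before DHE staining; 100% = average MFI of all compound-treated wells on the plate with controls excluded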
CIT2-GFP yeast: yeast TOR pathway CIT2-GFP modulation. GFP response vs DMSO, % at 10 µM. S. cerevisiae CIT2-GFP strain, flow cytometry, 3 h; 100 means same as DMSO wells. 0.065% of 320,000 active. AID 2029;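 active means GFP response relative to DMSO above a set limit, near the screen mean plus 3 SD, cut at about 150% in these data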;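 further: ratio of well median GFP fluorescence to mean of DMSO wells on the plate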
The depositor's hits bear a star; . = no result given.

nr	SMILES	MEX-5 binding	Bcl-xL primary	AGP1-GFP MLPCN	MCL1-BIM inh	GLD-1 RNA inh	GRK2 aptamer HTS	VLA-4 inh	CR mimetic SO	CIT2-GFP yeast
1	CC[N+](CC)(CC)CC(=O)Nc1c(C)cccc1C	1.1	4	88	-7	3	4	21	109	84
2	CCOC(=O)c1c(-c2ccco2)csc1NC(=O)COC(=O)c1cnccn1	-1.4	3	98	33	-4	11	4	97	98
3	Cc1cccc(N2C(=O)c3ccc(C(=O)Nc4cccc(C(=O)O)c4)cc3C2=O)c1	0.3	3	101	4	0	0	8	102	104
4	O=C(CCCOc1ccccc1)N1CCN(S(=O)(=O)c2cccc(F)c2)CC1	2.9	6	113	6	3	4	13	86	102
5	CCOC(=O)N1CCN(C(=O)CCN2C(=O)c3ccccc3S2(=O)=O)CC1	0.9	4	109	2	10	1	9	99	89
6	COc1ccccc1Nc1ccc(Nc2ccccc2OC)nn1	2.0	5	101	-3	-8	1	-1	95	96
7	Cc1ccc(/C=N/NC(=O)C(c2ccncc2)N2CCOCC2)cc1 (centres undefined)	-4.2	5	99	2	1	3	1	111	93
8	CC(C)C1=NOC(C(=O)N2CCC(N3CCC(C(=O)N4CCOCC4)CC3)CC2)C1 (centres undefined)	-1.4	3	98	1	8	0	-2	97	105
9	O=C(Cc1ccccc1)NCCn1ccc2ccccc21	-2.2	1	108	5	4	2	25	108	124
10	CC(Nc1ccc(Cl)cc1)C(=O)NN (centres undefined)	-1.1	2	107	3	1	1	-1	102	91
11	CCn1c(COc2cccc(C)c2)nc2ccccc21	-1.6	7	93	-3	1	0	9	93	89
12	COc1ccc2nc(-c3ccccc3)nc(SCC(=O)NCC3CCCO3)c2c1 (centres undefined)	-0.2	5	101	1	3	2	-4	105	95
13	Cc1cccc(OCc2n[nH]c(=S)n2-c2ccccc2)c1	-0.2	-12	100	-7	2	0	-6	113	105
14	Fc1ccc(NC(=S)NCCN2CCOCC2)cc1	0.2	4	98	9	5	4	4	95	112
15	O=C(N/N=C/c1ccccc1OCC(=O)N1CCCC1)C(=O)Nc1ccccc1F	-4.1	5	95	7	1	0	20	96	97
16	Cc1cccc(-n2ncc3c(NCc4ccco4)ncnc32)c1	1.1	-2	89	0	-6	3	-14	122	77
17	COCCCNC(=O)Cn1nnc(-c2ccccc2NC(=O)c2ccc(F)cc2)n1	-0.6	0	101	4	3	1	0	111	97
18	COc1ccc(Cl)cc1C(=O)OCC(=O)N1CCCC(C)C1 (centres undefined)	.	.	96	.	0	4	13	95	101
19	COc1cccc(-n2c(C)nc3cc(C(=O)O)ccc32)c1	-0.6	2	111	1	-1	0	13	100	110
20	COc1ccc(-c2[nH]ncc2CN(C)C(C)c2ccncn2)c(F)c1 (centres undefined)	-2.5	4	83	0	-5	2	13	94	103
21	COc1ccc(CC2(CO)CCN(C/C=C/c3ccccc3OC)CC2)cc1	4.7	2	94	-3	-6	0	-6	77	.
22	Cc1cc(-c2nc(C)c(C(=O)NNS(=O)(=O)c3cccc(C(F)(F)F)c3)s2)no1	-2.3	2	113	4	2	1	8	103	107
23	COc1cc(O)c(C(=O)/C=C/c2ccccc2)c(OC)c1	-1.9	2	96	1	8	1	0	105	90
24	NC(=O)c1cc2ccccc2o/c1=N/NC(=O)c1cccs1	-1.5	-3	95	0	10	0	3	104	94
25	O=C(COc1ccc(F)cc1Br)N1CCN(S(=O)(=O)/C=C/c2ccccc2)CC1	1.5	-3	96	-15	3	0	1	100	89
26	CCC(CO)Nc1nc2ccc(Cl)cc2c2ccccc12 (centres undefined)	-0.1	-2	100	17	8	0	-7	78	106
27	COc1ccc(OC)c(/C=N/N=C2\SCC(=O)N2Cc2ccco2)c1	-1.1	-1	98	0	0	0	-12	111	99
28	N#CCCn1cc(/C=C2\NC(=S)N(c3ccccc3)C2=O)c(-c2ccc(-c3ccccc3)cc2)n1	-5.3	4	100	4	0	28	1	105	.
29	C/C(=N\NC(=O)c1ccc(C)cc1)C1C(=O)c2ccccc2C1=O	-5.0	10	99	13	8	0	5	128	93
30	NC(N)=NS(=O)(=O)c1ccc(NC(=S)NC(=O)/C=C/c2ccc(F)cc2)cc1	1.9	4	111	3	4	0	-5	101	102
31	COc1cc(CC(=O)OCC(=O)Nc2cc(S(=O)(=O)N3CCCC3)ccc2Cl)cc(OC)c1OC	1.5	2	95	-4	1	12	-15	105	125
32	N#Cc1c(NC(=O)CSc2ncn[nH]2)sc2c1CCCCC2	2.2	-4	98	-9	2	5	9	109	94
33	O=C(O)C(Cc1ccc(O)cc1)N1C(=O)c2c(Cl)c(Cl)c(Cl)c(Cl)c2C1=O (centres undefined)	-1.8	4	114	-2	-3	3	1	118	107
34	CCOC(=O)c1sc(NC(=O)OC)c(C(=O)OC)c1C	.	5	99	7	8	3	10	98	96
35	O=C(O)C1CC=CCC1C(=O)Nc1cccc(Cl)c1 (centres undefined)	-3.7	4	99	-2	4	0	14	109	99
36	O=C(NCCc1ccccc1)c1ccc(NCC2CCCO2)c([N+](=O)[O-])c1 (centres undefined)	-1.1	7	99	5	-2	0	3	93	92
37	CN1CCN(c2ccc(NC(=O)c3ccc(Cl)cc3)cn2)CC1	-2.1	12	100	15	8	2	-12	103	92
38	COc1ccc(NC(C)=O)cc1NC(=O)CSc1nnc(C2CCCCC2)n1N	-3.5	2	100	8	-1	2	7	97	99
39	COc1ccc(OC)c(-c2cc(C(=O)N3CCOCC3)no2)c1	-1.1	3	98	6	7	0	1	107	91
40	CCOC(=O)N1CCN(c2ccccc2O)CC1	-0.6	7	97	1	6	0	-3	99	103
41	Cc1sc2ncnc(N3CCC(C(=O)Nc4cc(S(C)(=O)=O)ccc4Cl)CC3)c2c1C	-1.8	6	105	-1	10	0	-5	115	104
42	COc1cc(C)ccc1OCCON1C(=O)CCC1=O	3.6	7	104	7	8	0	11	97	100
43	O=C(/C=C/c1c(Cl)cccc1Cl)NCc1ccccc1	1.4	-2	97	-3	2	0	-4	101	109
44	O=C1C=C(c2ccc3ncccc3c2)C[C@@H](c2ccc3c(c2)OCO3)C1	.	2	87	0	-2	2	-11	100	84
45	COc1ccc(-n2c(NC(=O)c3ccco3)c(C#N)c3nc4ccccc4nc32)cc1	-4.4	2	96	-4	-8	1	-121	104	96

Two entries from above, set out differently:
#39 COc1ccc(OC)c(-c2cc(C(=O)N3CCOCC3)no2)c1
#33 O=C(O)C(Cc1ccc(O)cc1)N1C(=O)c2c(Cl)c(Cl)c(Cl)c(Cl)c2C1=O (centres undefined)

| Assay by compound | 39 | 33 |
| --- | --- | --- |
| MEX-5 binding | -1.1 | -1.8 |
| Bcl-xL primary | 3 | 4 |
| AGP1-GFP MLPCN | 98 | 114 |
| MCL1-BIM inh | 6 | -2 |
| GLD-1 RNA inh | 7 | -3 |
| GRK2 aptamer HTS | 0 | 3 |
| VLA-4 inh | 1 | 1 |
| CR mimetic SO | 107 | 118 |
| CIT2-GFP yeast | 91 | 107 |

Carrying on.
nr	SMILES	MEX-5 binding	Bcl-xL primary	AGP1-GFP MLPCN	MCL1-BIM inh	GLD-1 RNA inh	GRK2 aptamer HTS	VLA-4 inh	CR mimetic SO	CIT2-GFP yeast
46	CC(C)c1ccc(N(CC(=O)NCCSC(C)(C)C)S(C)(=O)=O)cc1	1.7	0	105	1	10	1	4	97	100
47	CCCNC(=O)N1CCN(c2nc(C(C)C)c3c(c2C#N)CC(C)(C)OC3)CC1	-1.9	0	100	6	5	0	34	86	94
48	COC(=O)c1ccc(NC(=O)C(=O)N2CCN(C(=S)Nc3ccc(OC)cc3)CC2)cc1	0.1	4	115	7	5	3	-3	98	90
49	CCOC(=O)N1CCN(C2CC(=O)N(c3ccc(Cl)c(Cl)c3)C2=O)CC1 (centres undefined)	-1.1	2	102	0	5	0	24	106	91
50	COc1ccccc1N(Cc1cc2cccc(C)c2[nH]c1=O)C(=O)C(C)C	2.0	5	90	-3	1	0	3	99	94
51	O=C(Nc1cc2c(cc1Br)OCCO2)c1ccco1	3.5	1	98	0	3	0	15	103	92
52	Nc1cc(=O)[nH]c(SCC(=O)Nc2cc(Cl)ccc2Cl)n1	4.9	-3	96	-1	4	1	21	102	105
53	CCCCC(CC)C(=O)O (centres undefined)	.	.	101	.	-3	2	1	91	95
54	COc1cccc(-c2nc(CS(=O)CC(=O)O)c(C)o2)c1 (centres undefined)	3.4	11	103	5	1	0	-19	88	105
55	CCOC(=O)c1nnc2ccnn2c1N	-1.5	6	102	6	5	0	11	119	102
56	CCOc1ccc(S(=O)(=O)N2CCCC(C(=O)N3CCCC3)C2)cc1 (centres undefined)	-1.3	9	97	7	0	0	-5	103	93
57	CCOC(=O)COc1c(Cl)cc(C2NC(=S)NC(c3ccccc3)=C2C(C)=O)cc1OCC (centres undefined)	4.5	-5	101	2	8	3	28	114	99
58	COc1cc(OC)cc(C(=O)N[C@H](C(=O)OCC(=O)NC(C)c2ccccc2)C(C)C)c1 (some centres undefined)	-1.1	6	108	10	-7	1	.	81	96
59	O=C(COC(=O)CNC(=O)c1ccccc1Cl)NC1CCCC1	.	.	102	.	4	0	-6	82	101
60	O=C(c1ccc2c(c1)OCO2)N1CCN(c2ccc(C(F)(F)F)cn2)CC1	-0.6	1	107	-7	-13	5	8	94	100
61	Cc1ccc(N(C)C2=NC(=O)CS2)cc1Cl	-2.1	8	106	11	5	1	-11	103	102
62	COC(=O)c1c(N2C(=O)CC(Sc3ccccc3C(=O)O)C2=O)sc2c1CCCC2 (centres undefined)	2.7	12	100	13	-4	7	19	85	97
63	COc1ccc(OC)c(C(c2nnnn2C2CCCC2)N2CCN(c3ccc(F)cc3)CC2)c1 (centres undefined)	-1.4	0	101	-4	1	0	4	103	91
64	Cc1cc(F)ccc1NCc1ccc([N+](=O)[O-])cc1	-1.1	-3	98	-7	0	0	1	101	93
